High-throughput results (PubChem)
CBFb-RUNX1 inh: CBF-beta/RUNX1 interaction disruption; AlphaScreen CBFb-His/RUNX1-biotin binding, biochemical; Potency, µM (doses to about 59.8 µM), without a hit: at the top dose activity, negative = inhibition, most hits filed as inhibitors; 230,000 tested, under 10 active; AID 1477; further: % of control where 0% means no effect
Target sequence (Q01196 whole entry, looked up): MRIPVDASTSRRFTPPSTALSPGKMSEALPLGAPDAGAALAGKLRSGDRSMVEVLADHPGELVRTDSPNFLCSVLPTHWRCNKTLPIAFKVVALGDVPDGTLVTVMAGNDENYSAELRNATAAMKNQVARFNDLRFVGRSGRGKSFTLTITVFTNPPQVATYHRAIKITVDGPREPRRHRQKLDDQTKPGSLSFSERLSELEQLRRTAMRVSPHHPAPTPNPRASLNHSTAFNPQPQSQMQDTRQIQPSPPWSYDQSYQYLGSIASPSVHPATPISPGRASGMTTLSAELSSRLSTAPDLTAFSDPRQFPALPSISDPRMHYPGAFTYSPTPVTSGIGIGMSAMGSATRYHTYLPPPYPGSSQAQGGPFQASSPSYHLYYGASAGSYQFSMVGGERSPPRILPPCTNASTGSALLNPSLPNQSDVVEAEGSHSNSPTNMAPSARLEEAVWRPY
Target sequence (Q13951 whole entry, looked up): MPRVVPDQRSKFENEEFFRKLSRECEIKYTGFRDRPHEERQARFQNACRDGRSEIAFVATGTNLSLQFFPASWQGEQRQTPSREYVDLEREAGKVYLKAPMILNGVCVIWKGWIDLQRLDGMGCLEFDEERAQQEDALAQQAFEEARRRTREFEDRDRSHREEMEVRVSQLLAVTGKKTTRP
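Read-out: AlphaScreen. Format: His-CBF-beta with biotinylated RUNX1 (30 nM each) preincubated 20 min, compound 15 min, Ni-chelate plus streptavidin beads 90 min; room temperature throughout.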
GAA inh: inhibitors of human lysosomal alpha-glucosidase. hit rate 0.005% among 200,000. purified human GAA, 4-MU-alpha-glucoside fluorescence. AID 1466. P10253. Potency, µM (top dose mostly 76.9 µM), inactives show at the highest dose activity change, negative = inhibition, hits mostly inhibitors;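 further: potency means the concentration at half of the fitted maximal effect; plate controls were uninhibited enzyme wells for no effect and no-enzyme background for full effect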
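Endpoint fluorogenic read: 20 min room-temperature reaction of 4 nM human alpha-glucosidase with 400 uM 4-methylumbelliferyl-alpha-D-pyranoside, pH 5.0, quenched with 1M NaOH/1M glycine pH 10. AC50 from Hill modeling.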
HTT ATP protect: cytoprotection in Huntington HTT-Q103 PC12 cell model | PC12 HTT-Q103 induced, cytoprotection, ATP luminescence, 40 h | Potency, µM (series often up to 56.4 µM), for the others: cytoprotection (ATP increase), usual class: activators | hit rate 0.14% among 230,000 | AID 1471;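 further: potency means the concentration at half of the fitted maximal effect; % of control where 0% means no effect; nearly all actives have a fitted effect of over 45% in size; toxic huntingtin expression switched on by the ecdysone agonist tebufenozide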
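PC12 cells stably carrying ecdysone-inducible Htt exon 1 (Q103)–GFP were induced with 100 nM tebufenozide (final) alongside library compounds in a dose series. Cytoprotection was scored as retained ATP by ATPlite luminescence.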
aGlu spleen mod: inhibitors or activators of human alpha-glucosidase in spleen homogenate. Potency, µM (doses to about 79.9 µM), for inactives: at the highest dose activity change, negative = inhibition, most hits filed as inhibitors. AID 2112. hit rate 0.006% among 240,000. P10253. human spleen homogenate, 4-MU-alpha-glucoside fluorescence;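 further: potency means the concentration at half of the fitted maximal effect; 0% = enzyme with vehicle and -100% = no enzyme basal signal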
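Human spleen homogenate (1 ug) incubated with compounds and 1 mM 4-methylumbelliferyl-alpha-D-glucopyranoside in pH 5.0 citrate/phosphate buffer, 37 C, 40 min. Stopped at pH 10; 4-MU fluorescence (Ex 365/Em 440 nm); AC50 by Hill fit.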
HTT aggregate: reduces HttQ103-GFP aggregates in PC12 cells. AID 1688. Potency, µM (doses to about 46.1 µM), without a hit: at the highest dose activity change, negative = inhibition, actives largely listed as inhibitors. PC12 HttQ103-GFP aggregates, Acumen cytometry, 40 h. hit rate 1.1% among 220,000; further: potency means the concentration at half of the fitted maximal effect; on the % scale 0 is the no-effect control and ±100 the full control effect; nearly all actives have a fitted effect of over 60% in size
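PC12 cells stably carrying ecdysone-inducible HTT exon 1 Q103–GFP were induced with tebufenozide (100 nM final) and treated with library compounds in titration. GFP aggregates in lysates were counted by laser scanning cytometry.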
GAA glycogen: GAA glycogen-cleavage inhibition or activation; hit rate 0.38% among 300,000; P10253; Potency, µM (doses to about 76.4 µM), without a hit: top-dose activity change, negative = inhibition, usual class: inhibitors; AID 2100; recombinant GAA, glycogen substrate, Amplex Red glucose oxidase fluorescence;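 further: potency means the concentration at half of the fitted maximal effect; 0% = full enzyme reaction and -100% = no-enzyme basal signal; the screen sought inhibitors and activators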
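Natural-substrate format: glycogen cleavage by 4 nM human enzyme, glucose read by Amplex Red coupling (Ex 573, Em 610 nm). Normalized to enzyme and no-enzyme controls.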
LMNA splice mod: changes lamin A minigene splicing in HeLa cells. hit rate 0.01% among 200,000. AID 1487. HeLa LMNA splicing GFP/RFP minigene ratio, 48 h. Potency, µM (top dose mostly 46.1 µM), for the others: at the top dose ratio change, negative = inhibition, usual class: inhibitors; active means well fitted inhibition curve with a large enough effect in the signal ratio, with a control signal flat, not every such curve was filed as active; inconclusive means small, poorly fitted or top-dose-only effect, or effect the other way, or a change in a side signal; the % refers to the signal ratio; further: potency means the concentration at half of the fitted maximal effect; on the % scale 0 is the no-effect control and ±100 the full control effect
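S3 HeLa cells stably expressing lamin A-EGFP splicing minigene plus DsRed2, 600 cells/well, 48 h compound exposure at 37C. Laser-scanning cytometry; analysed as GFP (500-530 nm)/RFP (575-640 nm) total intensity ratio; 0.5% DMSO vehicle.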
* marks the source's active call; other numbers are inactive results; ? = inconclusive; . = not tested or not shown; [ ] = remark or other dose. Unless noted, the call rests on the fitted dose curve; in most records, active means well fitted curve in the direction sought with a large enough effect; inconclusive means small, poorly fitted or top-dose-only effect, or another doubt; inactive means no such curve, though single readings can be large; an effect the other way counts as inactive or inconclusive.

compound	CBFb-RUNX1 inh	GAA inh	HTT ATP protect	aGlu spleen mod	HTT aggregate	GAA glycogen	LMNA splice mod
Cn1c(SCC(=O)Nc2nccs2)nnc1-c1ccncc1	0%	-7%	10%	-4%	-13%	7%	8%
O=C(CCc1nc2ccccc2c(=O)[nH]1)OCC(=O)N1CCN(S(=O)(=O)c2ccccc2)CC1	-3%	?	-11%	-11%	-5%	-10%	6%
Cc1scc(C(=O)NNC(=S)NCC2CCCO2)c1C (stereo not drawn)	8%	8%	-12%	-27%	1%	?	7%
CCOC(=O)c1cc(-c2ccncc2)nc2c1c(C)nn2C	-3%	-10%	-7%	0%	10%	-15%	9%
CN1CCN(NC(=O)CC(C)(C)C)CC1	1%	-3%	.	-11%	-11%	2%	-8%[46 µM]
CCCCn1c(SCC(=O)NCc2ccco2)nc2c1c(=O)n(C)c(=O)n2C	4%	-10%	3%[1.9 µM]	2%	4%	-1%	3%
COc1ccc(C(=O)C(CN2CCOCC2)c2ccccc2)cc1F (stereo not drawn)	0%	1%	3.2µM*	5%	.	5%	?
O=C(/C=C/c1ccccc1)/C=C/c1ccccc1	-1%	-5%	34%[0.074 µM]	-4%	-19%	-17%	?
N#CC(C(=O)NCc1ccco1)c1nc2ccccc2nc1N1CCOCC1 (stereo not drawn)	-13%	-3%	?	-2%	?	-21%	3%
Cc1cccc(/C(N)=N/OC(=O)COc2ccc(Cl)cc2)c1	7%	0%	-11%	-3%	21%	-4%	-2%[46 µM]
C=CCn1c(CSc2nnc(-c3ccccc3)n2C)n[nH]c1=S	14%	-1%	1%[10 µM]	-4%	6%[9.22 µM]	-13%	.
Cc1sc(NC(=O)c2ccco2)c(CN2CCN(c3ccc(F)cc3)CC2)c1C	-3%	-2%	2%[10 µM]	-2%	17%	8%	16%
COc1ccc(NC(=O)N2CCN(c3nc4ccccc4n3C(C)C)CC2)cc1	-1%	8%	-10%[10 µM]	1%	11%[9.22 µM]	-4%	.
CC(=O)c1cnc(SCCN2C(=O)c3ccccc3C2=O)nc1C	3%	-4%	-19%	-4%	-7%	8%	-2%
COc1cc(NC(=O)CN2C(=O)c3ccccc3C2=O)c(C(=O)O)cc1OC	4%	4%	2%	1%	12%	13%	3%
COc1ccc([N+](=O)[O-])cc1N(CC(O)CN1CCCCC1)S(=O)(=O)c1ccccc1 (stereo not drawn)	13%	14%	.	-10%	.	12%	0%[46 µM]
Cc1ccc(C(=O)/C=C/C(=O)c2ccc(C)cc2)cc1	-11%	3%	-20%[10 µM]	12%	?	2%	?
CCc1ccc(NC(=O)N[C@H](C(=O)O)C(C)CC)cc1 (stereo partly drawn)	8%	.	-12%[10 µM]	0%	-5%[9.22 µM]	7%	.
CCO[C@@H]1OC(C(=O)Nc2ccccc2)=C[C@H](c2ccc(Br)cc2)[C@H]1CCCO	9%	.	8%[10 µM]	-2%	6%[9.22 µM]	0%	.
COc1ccc(C(=O)CC2OC(=O)c3ccccc32)cc1OC (stereo not drawn)	-5%	0%	33%[10 µM]	-1%	27%	5%	?
Cc1cccc(-c2nnnn2-c2cccc(C)c2)c1	-8%	-12%	-4%	11%	6%	2%	13%[46 µM]
COc1ccc(Nc2nc(C)cc(=O)[nH]2)c(OC)c1	-4%	1%	-4%	-6%	-3%	4%	10%
COc1ccccc1NC(=O)c1ccc(NC(=O)CSc2ncccn2)cc1	-7%	2%	-38%	5%	-3%	4%	.
CCN(CC)S(=O)(=O)c1cccc(C(=O)NC(C(=O)Nc2nnc(C)s2)C(C)C)c1 (stereo not drawn)	-4%	-3%	-25%	2%	-16%	-17%	-2%
CCc1cccc(CC)c1NC(=S)Nc1cccc(Cl)c1Cl	15%	.	-13%[10 µM]	-3%	1%[9.22 µM]	-4%	.
COc1ccc(C)cc1-n1nc2ccccc2n1	-4%	-28%	-5%	5%	0%	8%	.
Cc1cc(C)c(C#N)c(SCC(=O)Nc2ccc3c(c2)OCO3)n1	13%	?	3%[10 µM]	-9%	-8%	6%	-4%
Cc1ccc(Nc2ncnc3nc[nH]c23)cc1Cl	6%	-10%	12%	10%	?	-26%	-22%
CC1CCCCN1CC(=O)Nc1ccc2c(c1)OC(F)(F)O2 (stereo not drawn)	17%	-1%	2%	.	-6%	0%	.
CCn1nnc(NC(=O)c2cccnc2Cl)n1	-1%	-10%	2%	-1%	22%[9.22 µM]	9%	8%
CO[C@H]1COC(=O)C/C=C\[C@@H](C)[C@H](OC)COC(=O)[C@H]2CCCN2C(=O)C/C=C\[C@@H]1C	4%[13.1 µM]	.	-3%[10 µM]	2%[17.4 µM]	.	.	.
CC(=O)Nc1ccccc1Oc1ccccc1	6%	9%	5%	5%	7%	-7%	1%[46 µM]
CCOc1ccc(Cl)cc1S(=O)(=O)n1cnc2cc(C)c(C)cc21	-2%	-14%	-15%	0%	15%[9.22 µM]	-12%	-1%
C#CCSc1nnc(-c2cc3c(C(F)(F)F)nn(C)c3s2)n1C	-3%	-3%	-1%	-7%	1%	-1%	5%
O=c1c(-c2nc3ccccc3s2)cccn1Cc1ccc(Cl)cc1	?	?	-13%	7%	-8%	4%	5%
CCOC(=O)C(CCC(=O)O)(CCC(C)C)c1csc(N)n1 (stereo not drawn)	7%	3%	12%	-2%	?	-6%	5%
Cc1cc(Cl)ccc1C(=O)C1CCCN(C(=O)c2ccoc2)C1 (stereo not drawn)	1%	1%	-6%	-2%	5%	11%	.
Cn1cccc1Cc1nnc(SCC(=O)Nc2ccc3c(c2)OCCO3)n1-c1ccc(F)cc1	?	-4%	3%[10 µM]	-6%	2%	-1%	?
O=C1c2ccccc2C(Nc2ccc(F)c(Cl)c2)N1c1ccccn1 (stereo not drawn)	1%	-3%	37%[10 µM]	0%	-8%	9%	3%
CSc1ccc(C(=O)C2CCCN(Cc3cccn3-c3cccnc3)C2)cc1 (stereo not drawn)	1%	-6%	-3%	1%	-31%	-5%	.
CCN(c1ccccc1)P(=O)(Nc1ccccc1)Nc1ccccc1	7%	.	7%[10 µM]	-3%	10%[9.22 µM]	-4%	.
O=C(O)c1ccc(N/N=C/c2cc3c(cc2[N+](=O)[O-])OCO3)cc1	?	-8%	-66%[inhibitor]	0%	20%	-27%	?
COc1ccccc1CC(=O)NCc1csc(-c2cccs2)n1	2%	.	12%[10 µM]	0%	14%[9.22 µM]	3%	.
COc1ccccc1N1CCN(Cc2nc3ccccc3c(=O)n2CC(C)=O)CC1	0%	0%	5%[10 µM]	-5%	-10%	-4%	-3%
O=C(CCn1c2c(c3ccccc31)CCCC2)NNC(=O)c1ccccc1[N+](=O)[O-]	2%	4%	5%[10 µM]	-6%	8%	3%	-16%
O=C(NCc1ccccc1)c1ccccc1-c1nc2ccccc2[nH]1	5%	-5%	-23%	-5%	2%	6%	5%[46 µM]
CCNC(=S)N1CCC(C(O)(c2ccccc2)c2ccccc2)CC1	-1%	0%	6%[10 µM]	2%	9%	-3%	-5%[46 µM]
COC(=O)C/C(O)=C(/N=Nc1cccc(C(F)(F)F)c1)C(=O)OC	-1%	7%	5%	-3%	-4%[9.22 µM]	-12%	.
COCCn1c(C)cc(C(=O)CSc2nc3ccccc3o2)c1C	-6%	-5%	-66%[inhibitor][0.074 µM]	5%	?	-4%	?
CCOC(=O)c1nn(-c2ccc(Br)cc2)cc1C(=O)c1cccc2ccccc12	6%	-3%	-9%	-3%	25%	-5%	?
Fc1cccc(NC(=S)Nc2ccc(Br)cc2)c1	0%	-1%	-51%[inhibitor]	-1%	?	-19%	7%
O=C(Cc1cccc2ccccc12)NNC(=O)Nc1ccc(Cl)cc1	-4%	.	6%[10 µM]	0%	-9%[9.22 µM]	6%	.
CCN1CCCc2cc(CN(CCN3CCOCC3)C(=S)Nc3cccc(OC)c3)ccc21	?	-1%	-5%[10 µM]	-3%	-15%	?	-9%[46 µM]
CC1CCC(C(=O)NC(C(=O)NCc2cccnc2)C(C)C)CC1 (stereo not drawn)	-3%	?	-6%[10 µM]	4%	11%	-13%	-3%
Cn1c(SCC(=O)C(C)(C)C)nnc1-c1ccc(F)cc1	-6%	1%	-39%	-5%	12%	5%	?
C=CCn1c(COc2cccc(C)c2C)nnc1SCC(=O)N1CCN(c2ccccc2)CC1	-15%	-1%	5%[10 µM]	-6%	-25%	2%	?
CNC(=O)COC(=O)[C@@H](Nc1ccc(S(=O)(=O)N2CCOCC2)cc1[N+](=O)[O-])C(C)C	-3%	-2%	27%[10 µM]	-1%	5%	-10%	-5%
COCCSc1nnc(NC(=O)COC)s1	3%	-9%	1%	3%	-2%	-1%	4%
Cc1ccnc(SCC(=O)Nc2sc3c(c2C#N)CCCC3)n1	-7%	1%	2%[10 µM]	4%	?	-6%	?
CC1(C)CC(=O)C2=C(C1)N(Cc1ccccc1)C(=O)C2(NC(=O)C(C)(C)C)C(F)(F)F (stereo not drawn)	0%	5%	22%	-13%	6%	1%	-2%

One compound at a time, from the list above. Screens in order: CBFb-RUNX1 inh, GAA inh, HTT ATP protect, aGlu spleen mod, HTT aggregate, GAA glycogen, LMNA splice mod
Record of CCNC(=S)N1CCC(C(O)(c2ccccc2)c2ccccc2)CC1 : -1%, 0%, 6%[10 µM], 2%, 9%, -3%, -5%[46 µM]
Record of Cc1scc(C(=O)NNC(=S)NCC2CCCO2)c1C (stereo not drawn) : 8%, 8%, -12%, -27%, 1%, ?, 7%
Record of COCCSc1nnc(NC(=O)COC)s1 : 3%, -9%, 1%, 3%, -2%, -1%, 4%
Record of CCOc1ccc(Cl)cc1S(=O)(=O)n1cnc2cc(C)c(C)cc21 : -2%, -14%, -15%, 0%, 15%[9.22 µM], -12%, -1%
